# GAA glycogen = alters human alpha-glucosidase cleavage of glycogen; recombinant GAA, glycogen substrate, Amplex Red glucose oxidase fluorescence; Potency, µM (highest dose often 76.4 µM), inactives show at the highest dose activity change, negative = inhibition, actives largely listed as inhibitors; hit rate 0.38% among 300,000; AID 2100;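 further: 0% = full enzyme reaction and -100% = no-enzyme basal signal; the screen sought inhibitors and activators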
#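 Recombinant human enzyme (4 nM); glycogen substrate; 37 C, 40 min, pH 5.0. Readout: coupled glucose oxidase/Amplex Red fluorescence.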
# RGS12 GoLoco inh = blocks human Gai1 binding to RGS12 GoLoco peptide, red readout; hit rate 0.44% among 230,000; Gai1:RGS12 GoLoco peptide FP, rhodamine, 10 min; Potency, µM (series often up to 61.6 µM), for inactives: top-dose activity, negative = inhibition, hits mostly inhibitors; active means well fitted inhibition curve with a large enough effect, not every such curve was filed as active; inactive means no such curve, though single readings can be large or run the other way; further: on the % scale 0 is the no-effect control and ±100 the full control effect; nearly all actives have a fitted effect of over 30% in size; many of its hits are not listed in these tables
# Target sequence (P63096 whole entry, looked up): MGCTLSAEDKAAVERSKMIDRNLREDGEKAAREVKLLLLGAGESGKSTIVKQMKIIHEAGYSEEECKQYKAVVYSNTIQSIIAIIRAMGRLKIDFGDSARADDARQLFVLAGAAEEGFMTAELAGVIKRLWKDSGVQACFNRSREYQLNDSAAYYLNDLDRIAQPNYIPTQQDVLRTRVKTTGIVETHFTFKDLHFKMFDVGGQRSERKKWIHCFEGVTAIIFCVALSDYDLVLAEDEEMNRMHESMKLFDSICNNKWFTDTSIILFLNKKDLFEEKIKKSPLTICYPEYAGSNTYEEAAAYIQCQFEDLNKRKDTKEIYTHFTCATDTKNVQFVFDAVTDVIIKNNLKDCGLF
# GAA spleen mod = inhibits or activates alpha-glucosidase in human spleen homogenate. P10253. human spleen homogenate, 4-MU-alpha-glucoside fluorescence. Potency, µM (highest dose often 79.9 µM), without a hit: top-dose activity change, negative = inhibition, usual class: inhibitors. hit rate 0.006% among 240,000;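 further: 0% = enzyme with vehicle and -100% = no enzyme basal signal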
#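 Human spleen homogenate (1 ug) incubated with compounds and 1 mM 4-methylumbelliferyl-alpha-D-glucopyranoside in pH 5.0 citrate/phosphate buffer, 37 C, 40 min. Stopped at pH 10; 4-MU fluorescence (Ex 365/Em 440 nm); AC50 by Hill fit.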
# HTT aggregate = inhibitors of mutant huntingtin aggregate formation in PC12 cells. Potency, µM (doses to about 46.1 µM), inactives show top-dose activity change, negative = inhibition, hits mostly inhibitors. AID 1688. PC12 HttQ103-GFP aggregates, Acumen cytometry, 40 h. hit rate 1.1% among 220,000; further: on the % scale 0 is the no-effect control and ±100 the full control effect; nearly all actives have a fitted effect of over 60% in size
#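 Ecdysone-promoter PC12 model expressing HTT exon 1 Q103 fused to GFP, induced by tebufenozide at 100 nM final. Compounds titrated; aggregates sized 1–25 µm scored on a 488 nm laser cytometer.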
# GAA inh = inhibitors of human lysosomal alpha-glucosidase. P10253. purified human GAA, 4-MU-alpha-glucoside fluorescence. Potency, µM (top dose mostly 76.9 µM), without a hit: at the highest dose activity change, negative = inhibition, most hits filed as inhibitors. hit rate 0.005% among 200,000. AID 1466;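 further: plate controls were uninhibited enzyme wells for no effect and no-enzyme background for full effect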
#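 AC50 values come from Hill fits of compound titrations (up to 77 uM) against 4 nM human enzyme. Substrate 4-methylumbelliferyl-alpha-D-pyranoside at 400 uM, pH 5.0 citrate buffer, 20 min room temperature; fluorescence Ex 365/Em 440 after alkaline stop.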
# HTT cytoprotect = protects HTT-Q103 PC12 cells, measured by ATP. PC12 HTT-Q103 induced, cytoprotection, ATP luminescence, 40 h. Potency, µM (doses to about 56.4 µM), inactives show cytoprotection (ATP increase), usual class: activators. hit rate 0.14% among 230,000;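 further: % of control where 0% means no effect; nearly all actives have a fitted effect of over 45% in size; toxic huntingtin expression switched on by the ecdysone agonist tebufenozide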
#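 PC12 cells with ecdysone-inducible HTT exon 1 Q103-GFP, induced with 100 nM tebufenozide and co-treated with library compounds in a dose series (1536-well, 1500 cells/well). Cytoprotection read as ATP content by ATPlite luminescence.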
# IMPase Li cell = cell-permeable IMPase inhibitors with lithium potentiation; AID 1457; hit rate 0.35% among 210,000; Potency, µM (series often up to 59.4 µM), without a hit: at the top dose activity, negative = IMPase inhibition, actives largely listed as inhibitors; CHO-M1 cells, IP1 TR-FRET (IP-One), carbachol + lithium;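 further: IP1 builds up when IMPase is blocked and the TR-FRET signal falls; plate controls were basal vehicle for no effect and high inhibitor control for full effect; nearly all actives have a fitted effect of over 50% in size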
#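 Readout is a homogeneous TR-FRET IP1 immunoassay (Ex 320, Em 665 and 620), where raised cytosolic IP1 lowers signal. Cells were CHO-M1 treated 30 min at 37C with test compounds plus a little lithium; AC50 values came from Hill-equation fitting.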
# An asterisk follows results filed as active; u = inconclusive; x = no result given; [ ] = dose if it differs, or a comment. Unless noted, the call rests on the fitted dose curve; in most records, active means well fitted curve in the direction sought with a large enough effect; inconclusive means small, poorly fitted or top-dose-only effect, or another doubt; inactive means no such curve, though single readings can be large; an effect the other way counts as inactive or inconclusive. Potency means the concentration at half of the fitted maximal effect.
Compound | GAA glycogen | RGS12 GoLoco inh | GAA spleen mod | HTT aggregate | GAA inh | HTT cytoprotect | IMPase Li cell
Cc1cc(-c2ccc(Cl)cc2Cl)c(C#N)c(=O)[nH]1 | 2% | 1% | 3% | 8%[9.22 µM] | x | 7%[10 µM] | x
CC(=O)OCC1=C(C(=O)O)N2C(=O)C(NC(=O)c3ccc(F)cc3)C2SC1 (centres undefined) | 2% | -2% | x | 29% | -1% | -19% | -4%
O=C(O)c1ccc(NS(=O)(=O)c2ccc3c(c2)OCCCO3)cc1 | 0% | 11% | -2% | -2% | 0% | -22% | -6%
O=C(CCC(=O)OCC(=O)c1ccccc1)Nc1cccc(Cl)c1 | -1% | 10% | -1% | -20% | 1% | x | -6%
Cc1ccc(C(=O)NCc2n[nH]c(=S)n2-c2ccccc2)cc1[N+](=O)[O-] | 6% | -4% | 6% | -6% | 0% | -14% | 1%
CCC1(CC)NC(=O)N(CC(=O)Nc2sc3c(c2C(N)=O)CCC3)C1=O | 1% | 93%[activator] | -15% | -7% | 4% | 4% | 18%[38.3 µM]
Cc1ccc(SCn2nnc3ccccc3c2=O)c(C)c1 | 0% | 4% | 3% | -5% | -4% | -34%[inhibitor] | 16%
COC(=O)c1ccc(C)c(NC(=O)CCc2ccc(OC)cc2)c1 | -7% | -27% | 6% | -8% | 3% | 12%[1.9 µM] | 9%
CCCSCCCNC(=O)Cn1cc2c(n1)CCC(C)C2 (centres undefined) | 5% | 4% | -10% | -14% | -2% | 3% | 22%[38.3 µM]
O=C(NCN1C(=O)C2C3C=CC(C3)C2C1=O)Nc1ccccn1 (centres undefined) | 2% | -24% | 4% | x | -1% | -19%[10 µM] | -8%
COc1cc(N2CCCC2)ccc1C=O | -1% | 18% | -5% | 5%[9.22 µM] | -3% | -2%[10 µM] | -1%
O=C1c2ccccc2C(Nc2ccc3c(c2)OCCO3)N1Cc1ccccc1 (centres undefined) | 6% | 3% | 8% | u | 1% | -3% | 6%[38.3 µM]
O=C(NCC1CCCO1)C1CCN(S(=O)(=O)c2ccccc2)CC1 (centres undefined) | -9% | 6% | -11% | -4%[9.22 µM] | 4% | 16%[10 µM] | 1%
Cn1ccnc1C(O)(c1ccccc1)c1ccccc1 | -1% | 9% | -3% | -8%[9.22 µM] | -5% | -7%[10 µM] | x
CCC(=O)c1ccc(N2CCN(C(=O)c3ccc(F)cc3)CC2)c(F)c1 | 19% | 12% | -2% | -10%[9.22 µM] | -1% | -46%[inhibitor] | 3%
CCCn1c(N)nc2ccccc21 | 4% | 2% | -1% | -5%[9.22 µM] | -6% | 23% | -4%[38.3 µM]
O=C(CN1C(=O)NC2(CCCC2)C1=O)N1CCN(S(=O)(=O)c2ccc(Cl)cc2)CC1 | -9% | 3% | 1% | 10% | -5% | 2% | 4%
CCOC(=O)CCc1c(C)c2ccc(O)cc2oc1=O | -24% | -12% | u | -8% | u | -9%[0.074 µM] | u
CCn1cc(C(=O)N2CCN(c3ccccn3)CC2)c(=O)c2cc(S(=O)(=O)N(C)C3CCCCC3)ccc21 | -9% | 3% | -1% | -16% | -36% | x | 5%
O=C(O)c1ccc(N/C(=N\S(=O)(=O)c2ccc(Cl)cc2)c2ccccc2)cc1 | 3% | -5% | 3% | 4%[9.22 µM] | x | 19%[10 µM] | x
Cc1n[nH]c(=O)nc1Nc1ccc(O)cc1 | 18% | -8% | -8% | -1% | -4% | 4%[10 µM] | 8%[38.3 µM]
O=C(COC(=O)CSc1nnc(-c2ccc(Cl)cc2)o1)NCc1ccc2c(c1)OCO2 | 5% | -2% | 4% | u | -4% | -6% | 13%[38.3 µM]
COc1cccc(N2CCN(C(=O)CCCCCNc3nc(=S)[nH]c4ccccc34)CC2)c1 | -15% | 4% | -1% | u | 4% | -96% | 20%
CCOC(=O)C(NCc1ccc(OC)cc1)(NC(C)=O)C(F)(F)F (centres undefined) | 2% | 0% | 2% | 1% | -13% | x | 0%
Brc1cccc2sc(N3CCN(c4ccccc4)CC3)nc12 | -2% | 3% | x | -12% | -2% | -23% | 4%
CCOC(=O)CNC(=O)c1cccnc1Oc1ccc(Cl)cc1 | 3% | -1% | 0% | 0%[9.22 µM] | x | 4%[10 µM] | x
COc1ccc2c(Cl)c(C(=O)NN)sc2c1 | 16µM* | 1% | -7% | -30% | -1% | -73%[inhibitor] | 19%[38.3 µM]
O=S(=O)(Nc1ccc(-n2cccc2)cc1)c1ccc(Cl)c(Cl)c1 | -17% | 9% | -11% | -6%[9.22 µM] | -10% | -19%[10 µM] | x
Cc1cccn2cc(COc3ccc(-c4ccccc4)cc3)nc12 | -9% | 5% | -3% | -22% | -9% | -194%[inhibitor] | 9%
CC1=CC(=C2N=C(c3ccccc3)OC2=O)C=C(C)O1 | 5% | 26% | 9% | -11% | u | -5% | 18%[38.3 µM]
O=C(COC(=O)[C@H](Cc1ccccc1)NC(=O)c1cccs1)Nc1ccccc1C(F)(F)F | -9% | -20% | 3% | -11% | u | 11%[10 µM] | 8%
COc1cc(/C=N/NC(=O)Cc2ccc(Br)cc2)cc(OC)c1O | -11% | -9% | 6% | -8%[9.22 µM] | 0% | -12%[10 µM] | 11%
CCCc1cc(=O)n2[nH]c(C)cc2n1 | 6% | 4% | 6% | -17% | 2% | -3%[10 µM] | 3%
COCC(C)n1c(C)cc(C(=O)COC(=O)c2ccc3ncsc3c2)c1C (centres undefined) | -3% | 9% | -7% | 0% | -9% | 2%[10 µM] | 0%[38.3 µM]
Nc1ccc(N2CCOCC2)c2nonc12 | 7µM* | 3% | -10% | 1%[9.22 µM] | 1% | 17%[10 µM] | 11%
COCCNC(=O)CCCn1c(=O)c2cc(OC)c(OC)cc2n(CC(=O)Nc2ccc(C)c(F)c2)c1=O | 1% | 2% | -5% | 0% | -4% | 5% | -7%
COc1cccc(NC(=S)/C(=C(\[O-])c2ccc(OC(F)F)cc2)[n+]2ccccc2)c1 | -8% | 14% | -3% | -14% | -1% | -5%[10 µM] | 8%
CC(OC(=O)C1=Cc2ccccc2OC1)C(=O)NC1CCCC1 (centres undefined) | 7% | 4% | -5% | 7% | 2% | 9%[10 µM] | 46%[activator][38.3 µM]
O=C(O)C1C2CCC(O2)C1C(=O)NCc1ccncc1 (centres undefined) | 8% | -2% | 10% | -2% | -1% | -58%[inhibitor] | 5%[38.3 µM]
CCc1ccccc1NC(=O)CC(c1ccc(OC)cc1)n1cccc1 (centres undefined) | 14% | 5% | -5% | -12% | -12% | -9%[10 µM] | 9%

# 8 structures already listed, arranged by heavy-atom count, ascending.
Compound | GAA glycogen | RGS12 GoLoco inh | GAA spleen mod | HTT aggregate | GAA inh | HTT cytoprotect | IMPase Li cell
COc1ccc2c(Cl)c(C(=O)NN)sc2c1 | 16µM* | 1% | -7% | -30% | -1% | -73%[inhibitor] | 19%[38.3 µM]
CC1=CC(=C2N=C(c3ccccc3)OC2=O)C=C(C)O1 | 5% | 26% | 9% | -11% | u | -5% | 18%[38.3 µM]
O=S(=O)(Nc1ccc(-n2cccc2)cc1)c1ccc(Cl)c(Cl)c1 | -17% | 9% | -11% | -6%[9.22 µM] | -10% | -19%[10 µM] | x
COc1cc(/C=N/NC(=O)Cc2ccc(Br)cc2)cc(OC)c1O | -11% | -9% | 6% | -8%[9.22 µM] | 0% | -12%[10 µM] | 11%
CCc1ccccc1NC(=O)CC(c1ccc(OC)cc1)n1cccc1 (centres undefined) | 14% | 5% | -5% | -12% | -12% | -9%[10 µM] | 9%
COCC(C)n1c(C)cc(C(=O)COC(=O)c2ccc3ncsc3c2)c1C (centres undefined) | -3% | 9% | -7% | 0% | -9% | 2%[10 µM] | 0%[38.3 µM]
O=C(COC(=O)CSc1nnc(-c2ccc(Cl)cc2)o1)NCc1ccc2c(c1)OCO2 | 5% | -2% | 4% | u | -4% | -6% | 13%[38.3 µM]
COCCNC(=O)CCCn1c(=O)c2cc(OC)c(OC)cc2n(CC(=O)Nc2ccc(C)c(F)c2)c1=O | 1% | 2% | -5% | 0% | -4% | 5% | -7%

# Next results follow.
Compound | GAA glycogen | RGS12 GoLoco inh | GAA spleen mod | HTT aggregate | GAA inh | HTT cytoprotect | IMPase Li cell
COc1ccc(Nc2nnc(SCC3CCCO3)s2)cc1 (centres undefined) | -3% | 14% | 1% | 16% | 5% | -41%[inhibitor] | 2%
COc1cc2nc(CSc3nc(-c4ccc(F)cc4)cs3)[nH]c(=O)c2cc1OC | 5% | -3% | -1% | -2% | 0% | 4%[10 µM] | 2%
Cc1ccccc1NS(=O)(=O)c1ccc2c(c1)NC(=O)CO2 | -13% | 3% | -5% | -28% | -2% | 1% | -6%
CCOc1ccc(S(=O)(=O)Nc2nccs2)cc1 | 18% | 6% | -2% | 8%[9.22 µM] | u | 16%[10 µM] | -5%
CCc1cc2c(=O)[nH]c(CC(N)=O)nc2s1 | -4% | 8% | 3% | 1%[9.22 µM] | 6% | -42%[1.9 µM] | 0%
CC(C)[C@@H](CC(=O)N[C@@H]1CCNC[C@H]1C(=O)N[C@H](CC(=O)N[C@@H](CCC(=O)O)CC(=O)O)Cc1ccccc1)NC(=O)C[C@H](CO)NC(=O)[C@@H]1CCCC[C@H]1N | x | -3% | 1% | x | x | -11%[1.9 µM] | 10%
Cc1nnc(SCC(=O)Nc2ccc(N(C)C)cc2)n(N)c1=O | -4% | -5% | 6% | 3% | -1% | -1% | 16%
Cn1c(=O)c2nnn(/N=C(\c3ccccc3)C3CC3)c2n(C)c1=O | u | -15% | 7% | -9% | -6% | -11% | -5%[38.3 µM]
C#CCOC(=O)Nc1cccn(Cc2c(Cl)cccc2Cl)c1=O | 1% | 4% | -4% | -12% | 4% | -37% | 10%[38.3 µM]
COc1ccccc1C(=O)NCC(=O)Nc1ccccc1 | 2% | -10% | -5% | 0.35µM* | 0% | -16% | 10%[38.3 µM]
COCCN1Cc2cc3cc(C)ccc3nc2SC1=Nc1cccc(OC)c1 | -18% | -1% | -11% | -5% | -13% | -10% | -4%
CCCCCc1ccc(S(=O)(=O)NCCc2ccncc2)cc1 | 1% | -9% | -11% | 11µM* | -2% | -8% | 36%[38.3 µM]
Nc1cc(C(=O)N/N=C/c2cccc([N+](=O)[O-])c2)n[nH]c1=O | -7% | 11% | 5% | -12%[9.22 µM] | x | 11%[10 µM] | x
Cc1ccc2oc3nc(C)c(C(=O)O)cc3c(=O)c2c1 | 1% | 32% | -10% | -6% | 12% | -20% | -9%[38.3 µM]

# Assay outcomes from PubChem BioAssay.

# These rows are one share of the data; rates above refer to the full screens.
